GAA inh: blocks human lysosomal alpha-glucosidase; 200,000 compounds, 0.005% hits; purified human GAA, 4-MU-alpha-glucoside fluorescence; AID 1466; Potency, µM (titrated, usually from 76.9 µM), for inactives: at the top dose activity change, negative = inhibition, usual class: inhibitors;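 further: plate controls were uninhibited enzyme wells for no effect and no-enzyme background for full effect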
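Compounds are titrated up to 77 uM against 4 nM human enzyme. Substrate 4-methylumbelliferyl-alpha-D-pyranoside (400 uM) reacts 20 min at room temperature in pH 5.0 buffer; liberated 4-methylumbelliferone is read at 440 nm.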
Tau fibril ThT: inhibitors of human tau fibril formation, thioflavin T binding. P10636. recombinant tau K18 P301L, heparin-induced fibrillization, ThT fluorescence. Potency, µM (series often up to 57.4 µM), for the others: at the top dose activity, negative = inhibition, most hits filed as inhibitors. 270,000 compounds, 2.1% hits. AID 1460; further: on the % scale 0 is the no-effect control and ±100 the full control effect; nearly all actives have a fitted effect of over 55% in size
Target sequence (P10636 561-689 P618L limits assumed): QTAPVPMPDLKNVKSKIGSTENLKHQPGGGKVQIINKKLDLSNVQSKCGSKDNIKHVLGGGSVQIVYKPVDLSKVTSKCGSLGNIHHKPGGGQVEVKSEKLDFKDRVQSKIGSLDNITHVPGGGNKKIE
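Heparin-induced fibrillization of the P301L-mutant K18 repeat-domain fragment of human tau was followed by ThT binding in quantitative high-throughput format.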
Tau fluor counter: counter-screen for tau fibril formation inhibitors. AID 1463. Potency, µM (highest dose often 57.7 µM), inactives show top-dose activity change, negative = decrease. 280,000 compounds, 0.93% hits. tau K18 P301L (four-repeat tau fragment) Alexa594 fluorescence, heparin fibrillization; further: on the % scale 0 is the no-effect control and ±100 the full control effect; nearly all actives have a fitted effect of over 55% in size
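Human K18 P301L tau (15 uM unlabeled plus 0.24 uM Alexa 594-labeled, final) in 100 mM sodium acetate pH 7 was mixed with compound and 20 uM heparin and incubated 6 hr at 37 C.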
HTT ATP protect: Huntington cell model cytoprotection by ATP luminescence; 230,000 compounds, 0.14% hits; PC12 HTT-Q103 induced, cytoprotection, ATP luminescence, 40 h; AID 1471; Potency, µM (highest dose often 56.4 µM), without a hit: cytoprotection (ATP increase), actives largely listed as activators;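 further: % of control where 0% means no effect; nearly all actives have a fitted effect of over 45% in size; toxic huntingtin expression switched on by the ecdysone agonist tebufenozide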
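Rat PC12, Q103 Htt exon1-GFP fusion, ecdysone promoter; tebufenozide inducer 100 nM final; compound titration; qHTS, 1500 cells/well; ATPlite luminescent read.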
Tau FP inhib: inhibitors of human tau fibril formation | P10636 | K18 P301L tau heparin fibrillization, Alexa594 FP, 6 h | Potency, µM (titrated, usually from 57.7 µM), without a hit: at the top dose activity, negative = inhibition, actives largely listed as inhibitors | 280,000 compounds, 0.39% hits | AID 1468; further: on the % scale 0 is the no-effect control and ±100 the full control effect; nearly all actives have a fitted effect of over 55% in size
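Compound effects on tau fibrillization are measured by Alexa 594 fluorescence polarization (ex 555, em 632 nm). K18 P301L tau is used at 15 uM with 0.24 uM labeled tracer, and 20 uM heparin induces aggregation over 6 hr at 37 C.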
aGlu spleen mod: lysosomal alpha-glucosidase (human) modulation. P10253. human spleen homogenate, 4-MU-alpha-glucoside fluorescence. Potency, µM (top dose mostly 79.9 µM), without a hit: at the top dose activity change, negative = inhibition, hits mostly inhibitors. 240,000 compounds, 0.006% hits;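 further: 0% = enzyme with vehicle and -100% = no enzyme basal signal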
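AC50 values come from Hill-equation fits of concentration-response data, normalized to no-enzyme and full-activity controls. Enzyme source: 1 ug human spleen homogenate; 1 mM fluorogenic 4-MU glucoside, pH 5.0 citrate buffer, 37 C, 40 min.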
GLA spleen mod: alpha-galactosidase A (human) modulation; 240,000 compounds, 0.008% hits; P06280; Potency, µM (doses to about 80 µM), for the others: at the highest dose activity change, negative = inhibition, actives largely listed as inhibitors; human spleen homogenate, 4MU-alpha-Gal fluorescence, 40 min;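 further: 0% = enzyme with vehicle and -100% = no enzyme basal signal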
Target sequence (P06280 32-429 limits assumed): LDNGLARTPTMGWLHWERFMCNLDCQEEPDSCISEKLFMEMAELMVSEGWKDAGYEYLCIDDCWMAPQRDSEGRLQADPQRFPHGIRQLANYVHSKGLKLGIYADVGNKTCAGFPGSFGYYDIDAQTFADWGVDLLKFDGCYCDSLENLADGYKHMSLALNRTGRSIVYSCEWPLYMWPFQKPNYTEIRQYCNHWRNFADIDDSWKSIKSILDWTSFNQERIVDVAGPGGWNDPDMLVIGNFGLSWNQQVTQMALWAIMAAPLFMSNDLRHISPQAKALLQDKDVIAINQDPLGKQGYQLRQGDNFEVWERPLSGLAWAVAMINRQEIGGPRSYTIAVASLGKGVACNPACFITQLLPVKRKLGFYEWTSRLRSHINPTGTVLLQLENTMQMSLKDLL
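Spleen homogenate 1 ug + cpd (titration) + 4-MU-alpha-D-galactopyranoside 1 mM; 37C 40 min; 50 mM citrate/phosphate pH 5.0, 0.01% Tween-20; stop pH 10; fluorescence 365/440; AC50 via Hill.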
GAA glycogen mod: GAA glycogen-cleavage inhibition or activation; Potency, µM (doses to about 76.4 µM), for inactives: at the top dose activity change, negative = inhibition, usual class: inhibitors; P10253; 300,000 compounds, 0.38% hits; recombinant GAA, glycogen substrate, Amplex Red glucose oxidase fluorescence;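 further: 0% = full enzyme reaction and -100% = no-enzyme basal signal; the screen sought inhibitors and activators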
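qHTS, 1536-well; enzyme 4 nM final; cpd up to 77 uM; substrate bovine liver glycogen 30 ug; 50 mM citrate/phosphate pH 5.0, 0.01% Tween-20; 37 C, 40 min; Amplex Red detection 45 min RT; Hill fit → AC50.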
* hit, by the source's call; ? = inconclusive; / = not tested or not shown; & = joins results of further samples; [ ] = remark or other dose. The call rests on the fitted dose curve; in most records, active means well fitted curve in the direction sought with a large enough effect; inconclusive means small, poorly fitted or top-dose-only effect, or another doubt; inactive means no such curve, though single readings can be large; an effect the other way counts as inactive or inconclusive. Potency means the concentration at half of the fitted maximal effect. Hits appear at their usual frequency (roughly 3.3% active in at least one column).

compound | GAA glycogen mod | HTT ATP protect | Tau fibril ThT | Tau fluor counter | GAA inh | aGlu spleen mod | Tau FP inhib | GLA spleen mod
C[N+]1(C)CCC(=C2c3ccccc3CC(=O)c3sccc32)CC1 | 6% | ? | 11% | 3% | 2% | -2% | 2% | 10%
Cc1c(NC(=O)c2cc3c(s2)-c2ccccc2OC3)cccc1[N+](=O)[O-] | -11% | 8%[10 µM] | -4% | -4% | 2% | 2% | -6% | -7%
COc1ccc(N2C(=O)CC(Cc3ccccc3)C2=O)cc1 (configuration not stated) | 0% | 27% | 4% | -4% | -11% | -2% | -3% | -4%
CC(C)(C)NC(=O)CSc1nnc(-c2ccccn2)n1-c1ccccc1 | 3% | 5%[10 µM] | -11% | -1% | 8% | -16% | 0% | 13%
COCCNC(=O)NC(=O)CN1CCCc2ccccc21 | -5% | -42%[inhibitor] | 8% | 6% | -6% | / | 16% | -4%
COc1ccc(C2C(=O)N(CCc3ccccc3)CC(=O)N2C2CCCC2)cc1 (configuration not stated) | 0% | -7% | -12% | -12% | -31% | -5% | 3% | 5%
Cc1cc(NC(=O)CCCC(=O)N(CC(=O)NC2CCCCC2)c2ccccc2)no1 | 4% | -17%[10 µM] | 0% | -2% | -1% | -1% | -3% | 0%
Cc1c(C)n(C)c2ccc(C(=O)N3CCN(c4ccccc4)CC3)cc12 | -6%[76.3 µM] | / | ? | -18% | / | / | -4% | /
COc1ccc(N2CCN(C(=O)Nc3cccc(C(F)(F)F)c3)CC2)cc1 | 9%[76.3 µM] | 18% | ? | ? | -3% | -5% | ? | 3%
CCCCC(CC)Cn1c(N)c(C#N)c2nc3ccccc3nc21 (configuration not stated) | 7% | -18% | ? | ? | ? | 4% | -4% | 15%
CC(N1CCOC1=O)S(=O)(=O)c1ccccc1 (configuration not stated) | 7% | -3% | -1% | -4% | -4% | -5% | -4% | -1%
CN(C)C(=O)CSCc1c(Cl)cccc1Cl | -11% | -5% | -4% | -4% | 1% | -1% | 8% | 3%
NC(=O)C1=C[C@@H](c2ccccc2)C[C@@H](OCc2ccc(CO)cc2)O1 | -9% | 1%[10 µM] | -6% | 1% | / | -7% | -7% | 3%
CC(C)(C)n1nnnc1CN1CCSCC1 | 2% | -1%[10 µM] | -7% | 4% | -1% | -3% | 2% | 2%
Cc1ccc2[nH]c(=O)c(CN(C(=O)c3cccc([N+](=O)[O-])c3)C(C)(C)C)cc2c1 | -3% | 42%[10 µM] | -8% | -13% | / | -10% | 2% | 4%

3 structures from above, ordered by SMILES length, largest number first.
compound | GAA glycogen mod | HTT ATP protect | Tau fibril ThT | Tau fluor counter | GAA inh | aGlu spleen mod | Tau FP inhib | GLA spleen mod
COc1ccc(C2C(=O)N(CCc3ccccc3)CC(=O)N2C2CCCC2)cc1 (configuration not stated) | 0% | -7% | -12% | -12% | -31% | -5% | 3% | 5%
COc1ccc(N2CCN(C(=O)Nc3cccc(C(F)(F)F)c3)CC2)cc1 | 9%[76.3 µM] | 18% | ? | ? | -3% | -5% | ? | 3%
COc1ccc(N2C(=O)CC(Cc3ccccc3)C2=O)cc1 (configuration not stated) | 0% | 27% | 4% | -4% | -11% | -2% | -3% | -4%

The results go on:
compound | GAA glycogen mod | HTT ATP protect | Tau fibril ThT | Tau fluor counter | GAA inh | aGlu spleen mod | Tau FP inhib | GLA spleen mod
Cc1ccc(C)c(OCC(=O)Nc2cc(C)on2)c1 | -4% | -8% | -9% | -5% | 0% | 1% | 15% | -1%
CCOc1cccc(C(=O)NC(=S)Nc2ccc(Cl)cc2C(=O)O)c1 | -4% | 15% | -16% | -5% | -1% | 7% | -1% | 8%
Cc1ccc(C(=O)NC(NC(=O)c2ccc(C)cc2)C(Cl)Cl)cc1 | -3% | 5%[10 µM] | -1% | -10% | 1% | -4% | -2% | -11%
Cc1cc(C)c2oc(C(=O)Nc3ccc(S(=O)(=O)N4CCCCC4)cc3)cc(=O)c2c1 | -2%[76.3 µM] | / | ? | ? | / | / | ? | /
O=C(Cc1ccccc1)NN1C(=O)C2C3C=CC([C@@H]2C1=O)C31CC1 (some centres not stated) | 15% | 36%[10 µM] | 1% | 1% | 4% | 10% | -3% | 5%
O=C(CC1(O)C(=O)N(CCc2ccccc2)c2ccccc21)c1ccco1 (configuration not stated) | 7% | -6% | -9% | 1% | -1% | -4% | 9% | -5%
CC(O/N=C/c1ccccc1OC(F)F)C(=O)Nc1cccc(S(=O)(=O)N2CCOCC2)c1 (configuration not stated) | -11% | -9%[10 µM] | 1% | -23% | ? | -14% | -5% | 5%
Cc1ccc(OCCCCN2CCC(C)CC2)c(Br)c1 | -5% | -2%[10 µM] | 5% | 4% | -9% | -6% | 8% | -3%
CCC(=O)c1ccc(N2CCN(C(=O)c3ccccc3Br)CC2)c(F)c1 | -12% | -50%[inhibitor] | ? | -12% | 0% | -13% | -1% | -3%
COc1cccc(NS(=O)(=O)c2nc3nc(C)cc(C)n3n2)c1 | 11% | -16% | -5% | -5% | -1%[15.4 µM] | 0% | -3% | 4%
CC(C)N1C(=O)c2ccccc2N(Cc2ccccc2)S1(=O)=O | -11% | 29%[10 µM] | -9% | -25% | / | 3% | -11% | -9%
Cn1cc([C@@H]2C[C@H]3CN(Cc4cccc(Cl)c4)C(=O)[C@]34CCCN24)c2ccccc21 | 12% | -7%[10 µM] | ? | -2% | / | -1% | -5% | -1%
Cc1ccc(S(=O)(=O)N2CCN(C(=O)c3ccccc3)C2C(C)C)cc1 (configuration not stated) | -4% | ? | -2% | -9% | -10% | -6% | -3% | 5%
CC1=C(C(=O)Nc2ccccc2)C2(CCCCC2)C(C#N)=C(S)N1 | -1% | 2%[10 µM] | ? | -22% | -2% | -13% | -11% | 13%
O=c1cc(O)c2ccccc2n1Cc1ccccc1 | 3% | -33%[inhibitor] | ? | -17% | -1% | 3% | ? | 6%
O=C(c1ccc2c(c1)N(Cc1ccccc1F)C(=O)c1ccccc1S2(=O)=O)N1CCC(Cc2ccccc2)CC1 | 2%[76.3 µM] | / | 0% | -10% | / | / | 0% | /
COc1cccc(-c2csc(NNC(=O)c3cccs3)n2)c1 | -28% | 1%[10 µM] | ? | -29% | / | 0% | 7% | 2%
Cc1c(Cl)cccc1NC(=S)N1CCN(c2ncccn2)CC1 | -1% | -1%[10 µM] | -2% | 0% | 2% | -2% | 6% | 4%
O=C1OCC(Cn2c3ccccc3c3ccccc32)O1 (configuration not stated) | -7% | 6% | 3% | -14% | -14% | 2% | -2% | 1%
CCOC(=O)c1c(NC(=S)Nc2ccc(F)cc2)sc2c1CCC2 | 4% | 9%[10 µM] | -9% | ? | -1% | -5% | -5% | -2%
Cc1ccc(C)c(N2CCN(C(=O)c3cc(S(=O)(=O)N4CCCC4)cn3C)CC2)c1 | -5%&7%[76.3 µM] | / | -4% | -1% | / | / | 8% | /
CCOC(=O)C1CCCN(C2CC(=O)N(c3ccc(C(C)C)cc3)C2=O)C1 (configuration not stated) | -3% | 3%[10 µM] | -10% | -10% | -1% | -3% | 4% | -6%
CCOc1ccc(CCNC(=O)c2ccc(Cn3c(=O)c4cccn4c4cccnc43)cc2)cc1 | 0%[76.3 µM] | / | 5% | -18% | / | / | 1% | /
Cc1csc(SCC(=O)NCc2cccs2)n1 | 6% | -15%[10 µM] | -9% | -2% | 0% | -9% | -1% | 7%
CCCCc1c(C)nc2ccc(Br)cc2c1SCCC#N | 6% | -16%[10 µM] | -17% | -10% | 0% | -4% | 8% | 2%
CN=C(Nc1ccc(Cl)cc1)c1ccc(C(F)(F)F)cc1 | 11% | -14% | -5% | -12% | 3% | -5% | 2% | -2%
O=C1CCCC(=O)C1C(=O)C1CCN(S(=O)(=O)c2ccccc2)CC1 | -6% | -19% | -5% | 0% | ? | -7% | -4% | -3%
CCOCCCNCc1cc(Br)ccc1OCc1ccccc1 | 7% | 18%[10 µM] | -6% | 1% | -4% | -5% | 1% | -12%
CC(=O)OCC(=O)Nc1c(C)cc(C)cc1C | 3% | 1%[10 µM] | 1% | 7% | -3% | 4% | 0% | 4%
Cc1cccn2cc(CSc3ccccc3N)nc12 | 4% | -33% | ? | -9% | 3% | -1% | 3% | 3%
O=C(COc1ccccc1)Nn1c(-c2ccccc2)nc2ccccc2c1=O | 0% | 1%[10 µM] | 0% | 3% | -1% | 5% | -3% | 5%
CC(C)(C)c1cc(NC(=O)CSc2nnc(NCc3ccccc3)s2)n(-c2ccccc2)n1 | -15% | -10%[10 µM] | 4% | 5% | 6% | -5% | -1% | 6%
CCOC(=O)c1c(-c2ccccc2)csc1NC(=O)c1nc(SCC)ncc1Cl | 1%[76.3 µM] | / | -15% | -22% | / | / | -15% | /
COc1cc(/C=N/NC(=O)c2ccc(=O)[nH]n2)ccc1O | 9% | -8%[10 µM] | ? | -5% | 3% | 1% | 3% | 4%
CCOC(=O)C1=C(C)NC(C)=C(C(=O)OCC)C1c1cc(N)ccc1OC(F)F | -28% | -13%[1.9 µM] | 2% | -25% | ? | -11% | 11% | 2%
O=C(CCSc1ccc(Cl)cc1)N1CCCCCC1 | -2% | 10% | -5% | -5% | 2% | -3% | 1% | 0%
COCCSc1nnc(NS(=O)(=O)Cc2ccccc2)s1 | 5% | -2% | -3% | 2% | 10% | -3% | 2% | 4%
CCCCCCSC1=C(C#N)C(=O)NC2(CCCCC2)S1 | -4% | 5%[1.9 µM] | ? | -27% | 0% | 0% | -2% | 3%
CCn1c(C)csc1=NC(=O)c1ccccc1O | -5% | -40%[inhibitor] | -12% | -11% | -3% | 0% | 1% | 6%
Cc1ccc(-c2nc(NC(=O)c3cc(C(C)(C)C)nn3C)sc2C)cc1Cl | -9% | -29%[10 µM] | -8% | -11% | / | -6% | -7% | -3%
CN(CCNC(=O)CCNC(=O)Cn1ccc2ccccc2c1=O)Cc1ccccc1 | 5% | 2% | -13% | 16µM*[quencher] | -4% | 2% | 22µM* | 11%
Cc1ccc(C)c(CSc2nnc(-c3ccccn3)n2N)c1 | 21% | 19% | 6% | 4% | -7% | 12% | 2% | 16%

Screens from PubChem.
